BoNT-A LC inh2 – BoNT A light chain protease inhibition; multiplex microsphere protease substrate cleavage, flow cytometry; inhibition, % at 10 µM; 360,000 tested, 0.17% active; AID 588499; further: plate controls were buffer without enzyme for full effect and enzyme alone for no effect
PrPC TRFRET – cell surface PrPC inhibition, primary TR-FRET screen | P04156 | TR-FRET read-out | inhibition, % at 13.8 µM | 370,000 tested, 0.43% active | AID 720596; in the data active means inhibition above about 24%; further: 0% = median of the test wells and 100% = reference compound wells
TcdB GH inh – inhibitors of Clostridioides difficile toxin B glycohydrolase; TcdB glycohydrolase enzymatic assay, plate reader; AID 652162; 350,000 tested, 0.24% active; P18177; inhibition, % at 9.99 µM; in the data active means inhibition above about 10%
PfHsp40 yeast – rescue of PfHsp40-mediated yeast toxicity | S. cerevisiae expressing PfHsp40, growth rescue, ATP luminescence | AID 504582 | 340,000 tested, 0.68% active | growth rescue, % at 12.5 µM; in the data active means growth rescue above about 28%, passing the limit was not always enough; inconclusive means no clear call, values can overlap the other calls;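 further: yeast W303a lacking pdr1 and pdr3 grown in galactose medium; growth measured after three days at 30 °C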
CCHF vOTU inh – CCHFV vOTU protease inhibition | Pep-AMC fluorescence | inhibition, % at 11.5 µM | 370,000 tested, 0.55% active | AID 651958; in the data active means inhibition above about 30%; further: 0% = vehicle wells with enzyme and 100% = no enzyme wells
BoNT F protease – inhibitors of Botulinum neurotoxin F light chain protease; 360,000 tested, 0.22% active; inhibition, % at 10 µM; Multiplex microsphere protease cleavage assay, flow cytometry; in the data active means inhibition above about 35%, passing the limit was not always enough; inconclusive means no clear call, values can overlap the other calls; further: plate controls were buffer without enzyme for full effect and enzyme alone for no effect
Y pestis TopoI – blocks Yersinia pestis topoisomerase I activity; activity, % at 10 µM; AID 504884; 360,000 tested, 0.064% active; Y. pestis Topo-I cleavage product accumulation, plate reader; in the data active means activity above about 50%, passing the limit was not always enough; inconclusive means no clear call, values can overlap the other calls; further: inactives centre near 2
FadD28 binding – blocks FadD28 binding to the bisubstrate probe; fluorescence polarization; AID 588549; inhibition, % at 12.5 µM; 360,000 tested, 0.22% active; in the data active means inhibition above about 8.5%, passing the limit was not always enough; inconclusive means no clear call, values can overlap the other calls
Anthrax LF inh2 – blocks Bacillus anthracis lethal factor protease | 360,000 tested, 0.12% active | multiplex microsphere protease cleavage assay, LF | P15917 | inhibition, % at 10 µM; further: plate controls were buffer without enzyme for full effect and enzyme alone for no effect
Target sequence (P15917 whole entry, looked up): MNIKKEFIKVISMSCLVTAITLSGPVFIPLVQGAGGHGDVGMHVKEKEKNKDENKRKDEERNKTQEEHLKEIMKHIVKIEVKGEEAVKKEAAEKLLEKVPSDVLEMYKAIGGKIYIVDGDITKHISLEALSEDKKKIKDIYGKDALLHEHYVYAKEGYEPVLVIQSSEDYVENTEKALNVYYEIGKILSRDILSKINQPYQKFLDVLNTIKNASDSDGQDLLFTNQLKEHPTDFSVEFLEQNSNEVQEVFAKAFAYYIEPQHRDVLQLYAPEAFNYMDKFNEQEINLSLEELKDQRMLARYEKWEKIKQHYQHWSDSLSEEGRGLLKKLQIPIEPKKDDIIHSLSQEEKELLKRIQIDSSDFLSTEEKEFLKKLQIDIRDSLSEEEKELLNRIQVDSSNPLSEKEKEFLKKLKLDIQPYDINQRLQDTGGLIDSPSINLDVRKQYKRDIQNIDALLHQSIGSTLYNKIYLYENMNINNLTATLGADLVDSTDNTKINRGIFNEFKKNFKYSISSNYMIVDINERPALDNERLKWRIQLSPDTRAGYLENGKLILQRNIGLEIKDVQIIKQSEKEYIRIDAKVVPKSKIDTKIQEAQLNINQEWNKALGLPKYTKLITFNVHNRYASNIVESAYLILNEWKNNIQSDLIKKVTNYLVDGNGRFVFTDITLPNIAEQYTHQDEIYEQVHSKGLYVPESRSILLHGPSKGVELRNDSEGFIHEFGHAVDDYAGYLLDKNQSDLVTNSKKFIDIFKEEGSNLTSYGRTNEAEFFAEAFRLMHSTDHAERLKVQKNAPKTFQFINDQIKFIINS
Starred values were filed as active, the others as inactive; & = joins results of further samples. Unless noted, no stated cut-off is given here; in the data, active means inhibition above about 30%; inconclusive means no clear call, values can overlap the other calls; inactive means below that. Compounds as they come; about 2.3% have a hit in one of these screens.

For C/C(Cc1ccccc1)=N\NC(=O)CNC(=O)c1ccccc1Br the results were BoNT-A LC inh2 -0.1, PrPC TRFRET 4, PfHsp40 yeast -0.8, CCHF vOTU inh -6, BoNT F protease -3, Y pestis TopoI 1, FadD28 binding 2.7 and Anthrax LF inh2 0.
For Brc1ccc2[nH]c3c(NCc4ccccn4)ncnc3c2c1 the results were BoNT-A LC inh2 0.3, PrPC TRFRET 5, TcdB GH inh 3.8, CCHF vOTU inh -4, BoNT F protease -2, Y pestis TopoI 3, FadD28 binding -1.2 and Anthrax LF inh2 -3.
Screening CCOC(=O)C1CCN(Cc2coc3ccc(Cl)cc3c2=O)CC1 returned BoNT-A LC inh2 1.3, PrPC TRFRET 2, PfHsp40 yeast -0.7, CCHF vOTU inh -16, BoNT F protease 2, Y pestis TopoI 10, FadD28 binding -3.5 and Anthrax LF inh2 1.
Screening CN(C)CCSc1nc(-c2ccccc2)nc2c1COC(C)(C)C2 returned BoNT-A LC inh2 0.5, PrPC TRFRET -17, PfHsp40 yeast 0.1, CCHF vOTU inh -11, BoNT F protease -5, Y pestis TopoI 9, FadD28 binding -1.1 and Anthrax LF inh2 -1.
CCCCNC(=O)/C=C/c1ccc(S(=O)(=O)Nc2ccc(OC)cc2)cc1 was read as BoNT-A LC inh2 -0.1, PrPC TRFRET -3, TcdB GH inh 0.0, PfHsp40 yeast 1.6, CCHF vOTU inh -9, BoNT F protease 2, Y pestis TopoI -2, FadD28 binding -5.8 and Anthrax LF inh2 -1.
For COc1ccc(Cc2nc3ccc(C(=O)N4CCCN(C=O)CC4)cc3o2)cc1 the results were BoNT-A LC inh2 -2.4, PrPC TRFRET 4, TcdB GH inh 1.1, PfHsp40 yeast 1.0, CCHF vOTU inh 8, BoNT F protease -4, Y pestis TopoI 1, FadD28 binding 0.4 and Anthrax LF inh2 -3.
COc1cccc(S(=O)(=O)Nc2cccnc2)c1 was read as BoNT-A LC inh2 -1.1, PrPC TRFRET 4, PfHsp40 yeast 0.2, CCHF vOTU inh -2, BoNT F protease -13, Y pestis TopoI -2, FadD28 binding -2.7 and Anthrax LF inh2 -3.
For COC(=O)c1cnc(Nc2nc(C(N)c3ccccc3Cl)cs2)nc1C(F)(F)F (stereo not drawn) the results were BoNT-A LC inh2 -0.3, PrPC TRFRET 3, TcdB GH inh 2.2, CCHF vOTU inh 12, BoNT F protease -16, Y pestis TopoI 2, FadD28 binding -4.1 and Anthrax LF inh2 -3.
Screening CCOC(=O)c1c(C)[nH]c(C(=O)CN2C(=O)C(=O)N(CC(C)C)C2=O)c1C returned BoNT-A LC inh2 -1.1, PrPC TRFRET 2, TcdB GH inh 0.1, PfHsp40 yeast -0.9, CCHF vOTU inh -7, BoNT F protease -5, Y pestis TopoI 12, FadD28 binding 2.1 and Anthrax LF inh2 1.
CNC(=O)Nc1cc(NC(=O)NC)cc(C(F)(F)F)c1 was read as BoNT-A LC inh2 2.0, PrPC TRFRET 0, TcdB GH inh 1.2, PfHsp40 yeast -0.8, CCHF vOTU inh -8, BoNT F protease inconclusive, Y pestis TopoI -2, FadD28 binding -2.2 and Anthrax LF inh2 25.
CCc1cccc(CC)c1NC(=O)c1ccccc1CCc1ccccc1 was read as BoNT-A LC inh2 -0.8, PrPC TRFRET -2, PfHsp40 yeast -1.5, CCHF vOTU inh 0, BoNT F protease 4, Y pestis TopoI -4, FadD28 binding -0.3 and Anthrax LF inh2 0.
For C[C@H](CO)N1C[C@H](C)[C@@H](CN(C)Cc2ccc(C(=O)O)cc2)Oc2c(NS(=O)(=O)c3ccccc3)cccc2C1=O the results were BoNT-A LC inh2 -0.1, PrPC TRFRET 2, TcdB GH inh -0.2&4.6, PfHsp40 yeast -0.1, CCHF vOTU inh -13, BoNT F protease 0, Y pestis TopoI 3, FadD28 binding 0.6 and Anthrax LF inh2 -5.
Screening CCN(CC(=O)NCCCN1CCOCC1)S(=O)(=O)c1ccc(F)cc1 returned BoNT-A LC inh2 -1.1, PrPC TRFRET -3, TcdB GH inh -0.4, PfHsp40 yeast -2.0, CCHF vOTU inh 5, BoNT F protease 5, Y pestis TopoI 8, FadD28 binding 1.1 and Anthrax LF inh2 -3.
Cc1ccc(-c2nnn(CC(=O)N(c3cccc(F)c3)C(C(=O)NC3CCCC3)c3ccco3)n2)o1 (stereo not drawn) was read as BoNT-A LC inh2 -0.1, PrPC TRFRET 7, TcdB GH inh 3.6, PfHsp40 yeast -1.6, CCHF vOTU inh -14, BoNT F protease -5, Y pestis TopoI -1 and Anthrax LF inh2 0.
`COc1ccc(S(=O)(=O)N2CCC(C(=O)NCc3cccs3)CC2)cc1` gave BoNT-A LC inh2 -0.3, PrPC TRFRET 7, TcdB GH inh 1.8, PfHsp40 yeast -0.7, CCHF vOTU inh -7, BoNT F protease 2, Y pestis TopoI -1, FadD28 binding -4.0 and Anthrax LF inh2 -1.
Screening CCOC(=O)C1(C)CCCCN1C(=O)c1ccc(N(C)C)cc1 (stereo not drawn) returned BoNT-A LC inh2 -1.7, PrPC TRFRET -2, TcdB GH inh 0.8, CCHF vOTU inh -9, BoNT F protease -20, Y pestis TopoI 0, FadD28 binding -1.5 and Anthrax LF inh2 -7.
`Cn1cnnc1SCC(=O)NCc1cccc(C(F)(F)F)c1` gave BoNT-A LC inh2 -0.4, PrPC TRFRET 1, TcdB GH inh -1.1, PfHsp40 yeast -0.7, CCHF vOTU inh -9, BoNT F protease -13, Y pestis TopoI -6, FadD28 binding -1.7 and Anthrax LF inh2 -7.
For Cc1cc(C)c2nc(SC3CCOC3=O)cc(C)c2c1 (stereo not drawn) the results were BoNT-A LC inh2 0.2, PrPC TRFRET 78*, TcdB GH inh 1.1, PfHsp40 yeast 0.1, CCHF vOTU inh 20, BoNT F protease 2, Y pestis TopoI 16, FadD28 binding -0.7 and Anthrax LF inh2 1.
`FC(F)(F)c1cccc(Sc2cc(C(F)(F)F)nc(-c3ccccn3)n2)c1` gave BoNT-A LC inh2 0.4, PrPC TRFRET -4, PfHsp40 yeast -2.0, CCHF vOTU inh 5, BoNT F protease -3, Y pestis TopoI 2, FadD28 binding 1.0 and Anthrax LF inh2 -10.
O=C(NCc1ccccc1)/C(=C\c1ccc([N+](=O)[O-])cc1)NC(=O)c1ccco1 was read as BoNT-A LC inh2 -1.3, PrPC TRFRET -30, TcdB GH inh -0.8, PfHsp40 yeast 0.1, CCHF vOTU inh 4, BoNT F protease 0, Y pestis TopoI -3, FadD28 binding -0.7 and Anthrax LF inh2 -3.
`CCOc1ccc(C(=O)Nc2c3c(nn2-c2ccc(F)cc2)CS(=O)C3)cc1` (stereo not drawn) gave BoNT-A LC inh2 -0.1, PrPC TRFRET -6, PfHsp40 yeast -0.7, CCHF vOTU inh -1, BoNT F protease -13, Y pestis TopoI 8, FadD28 binding -4.2 and Anthrax LF inh2 -1.
`Cc1cc(C(=O)OCC(=O)Nc2nccs2)c2ccccc2n1` gave BoNT-A LC inh2 0.9, PrPC TRFRET -1, TcdB GH inh 1.3, PfHsp40 yeast 1.3, CCHF vOTU inh 13, BoNT F protease -4, Y pestis TopoI -4, FadD28 binding -1.8 and Anthrax LF inh2 -3.
`COc1ccc(NC(NC(=O)c2ccc(OC)cc2)C(Cl)(Cl)Cl)cc1` (stereo not drawn) gave BoNT-A LC inh2 -0.4, PrPC TRFRET 19, PfHsp40 yeast -0.5, CCHF vOTU inh -1, BoNT F protease -19, Y pestis TopoI -2, FadD28 binding 0.4 and Anthrax LF inh2 -2.
Screening COc1cc2sc(-c3ccc(S(C)(=O)=O)cc3)c(-c3ccc4c(c3)OCO4)c2cc1OC returned BoNT-A LC inh2 1.8, PrPC TRFRET -10, TcdB GH inh -0.3, PfHsp40 yeast 0.0, CCHF vOTU inh -16, BoNT F protease 1, Y pestis TopoI 30, FadD28 binding 0.5 and Anthrax LF inh2 1.
For CCc1nnc(NC(=O)CSc2nc3ccccc3c(=O)n2CCCOC)s1 the results were BoNT-A LC inh2 0.5, PrPC TRFRET 4, PfHsp40 yeast 0.0, CCHF vOTU inh 13, BoNT F protease 0, Y pestis TopoI -3, FadD28 binding -3.1 and Anthrax LF inh2 -3.
`Cc1cccc(Cn2c(=O)oc3ccc(C)cc32)c1` gave BoNT-A LC inh2 -2.5, PfHsp40 yeast 0.8, BoNT F protease -1, Y pestis TopoI 25, FadD28 binding -2.1 and Anthrax LF inh2 9.
CCN1CCCC(CO)(Cc2ccccc2)C1 (stereo not drawn) was read as BoNT-A LC inh2 -2.7, PrPC TRFRET -13, TcdB GH inh -0.1, PfHsp40 yeast -0.1, CCHF vOTU inh -10, BoNT F protease -12, Y pestis TopoI -2, FadD28 binding 0.1 and Anthrax LF inh2 -2.
COc1ccc2cnn(Cc3ccccc3)c(=O)c2c1OC was read as BoNT-A LC inh2 0.0, PrPC TRFRET -2, PfHsp40 yeast -0.8, CCHF vOTU inh 8, BoNT F protease -4, Y pestis TopoI -3, FadD28 binding -4.5 and Anthrax LF inh2 -1.
`Cc1ccc(S(=O)(=O)N(CC(=O)NC2CC3CCC2C3)c2ccccc2)cc1` (stereo not drawn) gave BoNT-A LC inh2 -0.7, PrPC TRFRET -6, TcdB GH inh 1.2, CCHF vOTU inh 6, BoNT F protease -7, Y pestis TopoI 24, FadD28 binding -4.0 and Anthrax LF inh2 0.
CC(C)NC(=O)C(=O)NCCN1CCN(S(=O)(=O)c2ccc(Cl)cc2)CC1 was read as BoNT-A LC inh2 1.3, PrPC TRFRET 5, PfHsp40 yeast -1.0, CCHF vOTU inh -2, BoNT F protease 1, Y pestis TopoI -3, FadD28 binding 0.2 and Anthrax LF inh2 2.
Screening Cc1ccc(S(=O)(=O)N(Cc2cccc(Cl)c2)C(=O)N2CCN(C)CC2)cc1 returned BoNT-A LC inh2 3.1, PrPC TRFRET 0, TcdB GH inh 1.6, PfHsp40 yeast -0.2, CCHF vOTU inh 0, BoNT F protease 10, Y pestis TopoI -4, FadD28 binding -0.8 and Anthrax LF inh2 0.
For O=C(O)CCC(=O)Nc1ccc(Br)cc1C(=O)c1ccccc1Cl the results were BoNT-A LC inh2 -0.2, PrPC TRFRET -3, TcdB GH inh -0.9, PfHsp40 yeast -1.4, CCHF vOTU inh 8, BoNT F protease -5, Y pestis TopoI -4, FadD28 binding -2.2 and Anthrax LF inh2 -3.
Screening Nc1nc(N2CCOCC2)nc2ccccc12 returned BoNT-A LC inh2 -0.9, PrPC TRFRET -4, PfHsp40 yeast -0.7, CCHF vOTU inh -41, BoNT F protease -6, Y pestis TopoI 4, FadD28 binding -0.4 and Anthrax LF inh2 1.
CCc1cccc(NC(=O)NC(=O)Cn2nnc(C(=O)OC)c2C(=O)OC)c1 was read as BoNT-A LC inh2 -0.1, PrPC TRFRET 9, TcdB GH inh -1.4, PfHsp40 yeast 0.6, CCHF vOTU inh 1, BoNT F protease 3, Y pestis TopoI -3, FadD28 binding 1.2 and Anthrax LF inh2 1.
`COC(=O)c1nnn(-c2nonc2N)c1CSc1ccc(Cl)cc1` gave BoNT-A LC inh2 -0.1, PrPC TRFRET -5, PfHsp40 yeast 1.1, CCHF vOTU inh 6, BoNT F protease 20, Y pestis TopoI 3, FadD28 binding 0.3 and Anthrax LF inh2 1.
CC(NC=O)c1nc2ccccc2n1CCc1ccccc1 (stereo not drawn) was read as BoNT-A LC inh2 5.7, PrPC TRFRET 6, TcdB GH inh 2.1, PfHsp40 yeast -1.2, CCHF vOTU inh -7, BoNT F protease inconclusive, Y pestis TopoI -7, FadD28 binding -1.2 and Anthrax LF inh2 -13.
Cc1cccc(C2C3=C(Nc4[nH]n(-c5ccccc5)c(=O)c42)c2ccccc2C3=O)c1 (stereo not drawn) was read as BoNT-A LC inh2 1.5, PrPC TRFRET -8, TcdB GH inh -7.1, PfHsp40 yeast 0.6, CCHF vOTU inh 28, BoNT F protease -2, Y pestis TopoI -21, FadD28 binding 22* and Anthrax LF inh2 0.

Compound activity deposited in PubChem by several laboratories.
